Ecoli tolC: growth inhibitors of E. coli tolC mutant, primary screen, strain BW25113 ΔtolC::kan, 384-well. growth inhibition, % at 10 µM (by protocol). OD615. 2.2% of 65,000 active;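 active = growth inhibition at or above a cutoff equal to the mean over every tested compound plus 3 SD, cut at about 60% in these data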;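 note: growth measured after 20 h incubation at 37 °C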
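Test system: tolC-deleted E. coli BW25113; medium: LB with kanamycin 50 µg/mL; compound: single-point testing at 10 µM; incubation: 20 h compound exposure of bacteria at 37 °C; signal: OD at 615 nm; evaluation: growth inhibition in percent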
Fluor 339 460: intrinsic fluorescence of library compounds, ex339/em460 – biochemical, MLSMR library, data from DPM-DC assay, artefact control, profiling panel | fluorescence fold increase at 10 µM | compound autofluorescence, ex339/em460 nm, NADH buffer; hits give high values; 1 = no-compound wells, NADH background | 5.5% of 65,000 active;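 active = at 10 µM, mean starting fluorescence two-fold or more over control wells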;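 note: signal is the first read of a kinetic run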
NADH enzymes: inhibitors of PK/LDH coupling enzymes, profiling panel, artefact control, biochemical, MLSMR library; coupled PK/LDH NADH assays, four targets; IC50, µM (highest dose often 10 µM), inactives show at the highest dose inhibition; 0.02% of 65,000 active; AID 774, 2007;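 active = single-dose screening hits from any of four coupled enzyme assays that gave an IC50 when retested across doses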;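 note: the DPM-DC format reads NADH fluorescence rather than 340 nm absorbance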
MMP-13 inhibitor: human MMP13 inhibitors, primary screen, biochemical, FRET peptide cleavage. Collagenase 3 (Homo sapiens), P45452. MMP-13 fTHP FRET cleavage, Mca fluorescence. inhibition, % at 4 µM. 0.07% of 65,000 active. AID 570, 2006;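 active = inhibition above the mean of compound-free control plate wells plus 3 SD, cut at about 14% in these data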;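 note: 0% = DMSO wells and 100% = wells with reference MMP-13 inhibitor after basal subtraction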
HEK293 NFkB inh: inhibitors of PMA/ionomycin-induced NF-kB reporter, primary screen, antigen receptor NF-kB inhibitor project, cell-based, HEK-293 luciferase reporter, luminescence. HEK-293 NF-kB luciferase reporter. inhibition, % at 3 µM. 0.21% of 62,000 active. AID 465, 2006;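 active = inhibition above the mean of all tested compounds plus 3 SD, cut at about 40% in these data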;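 note: 0% = stimulated DMSO wells and 100% = 10 µM reference inhibitor 5653914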
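Signal: luciferase luminescence; Material: HEK-293 cells with stable firefly luciferase reporter driven by four HIV NF-kB elements; Probe or stimulus: PMA with ionomycin; Replication: tested once; Times: 1 h compound pretreatment, then 16 h stimulation at 37 °C, 5% CO2; Benchmarks: DMSO and 10 µM reference inhibitor; Evaluation: per-plate % inhibition versus controls.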
JNK3 inh: JNK3 kinase activity inhibitors, primary screen, biochemical, human, purified enzyme; Mitogen-activated protein kinase 10 (Homo sapiens), P53779; HTS; 0.61% of 60,000 active; AID 746, 2007; inhibition, % at 8 µM; in the data active = inhibition above about 17%;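 note: 0% = DMSO and 100% = reference inhibitor; many of its hits are not listed in these tables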
A340 absorber: compound light absorbance at 340 nm, profiling panel, artefact control, biochemical, MLSMR library, data from PS, PMK, MK assays | fold change at 10 µM | compound absorbance at 340 nm, fold over control | 65,000 tested, under 10 active | AID 708, 2007;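 active = at 10 µM dose, initial 340 nm absorbance at least 2 fold that of control wells; inactive = change under 2 fold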;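 note: initial absorbance extrapolated from kinetic A340 decline of NADH oxidation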
ROCK2 inh: inhibitors of human ROCK2 kinase, primary screen, biochemical, high-throughput, luminescence. Rho-associated protein kinase 2 (Homo sapiens), O75116. purified ROCK2, Kinase-Glo ATP depletion luminescence. inhibition, % at 6 µM. 0.35% of 60,000 active. AID 604, 2007;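 active = inhibition above the screen-wide mean inhibition plus 3 SD, cut at about 18% in these data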;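 note: plate controls were DMSO wells for no effect and Y-27632 control wells after no-enzyme background subtraction for full effect; many of its hits are not listed in these tables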
PKA kinase inh: inhibitors of human PKA kinase activity, primary screen, biochemical, ATP-depletion luminescence, Kemptide substrate; cAMP-dependent protein kinase catalytic subunit alpha (Homo sapiens), P17612; PKA Kemptide phosphorylation, Kinase-Glo ATP luminescence; inhibition, % at 6 µM; 0.1% of 65,000 active;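 active = inhibition above the screen-wide mean inhibition plus 3 SD, cut at about 21% in these data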; note: many of its hits are not listed in these tables
An asterisk follows results filed as active; i = inactive; / = no result given; [ ] = dose if it differs, or a comment. An excerpt; the hit share may differ from the screen's.

SMILES | Ecoli tolC | Fluor 339 460 | NADH enzymes | MMP-13 inhibitor | HEK293 NFkB inh | JNK3 inh | A340 absorber | ROCK2 inh | PKA kinase inh
Cc1ccc(-c2nnc3ccc(SC(C)C(=O)O)nn23)cc1 (stereo unspecified) | -16 | 1.9 | 12% | -6 | 1 | 0 | 1.1 | 0 | 3
O=C(CN1C(=O)C2CC=CCC2C1=O)Nc1nccs1 (stereo unspecified) | -15 | 1.1 | 7% | -5 | 8 | 2 | 1 | 4 | 8
CCCCCn1ccc(=N)cc1 | -7 | 1.1 | 1% | 9 | 12 | -7 | 1.1 | -1 | 2
CCOC(=O)c1ccc(NC(=O)CSc2n[nH]c(-c3ccncc3)n2)cc1 | 2 | 1 | 3% | -1 | 6 | 6 | 1 | 17 | 8
O=C(NCc1cccs1)c1ccc2c(c1)ncn2C1CCCC1 | 14 | 1 | 5% | 1 | -1 | 5 | 1 | 2 | 8
CCOc1ccc(-c2nnc3ccc(SCC(=O)N4CCN(c5ccccc5)CC4)nn23)cc1 | 5 | 1.5 | 6% | -4 | 7 | 6 | 1 | 4 | 9
Cn1cccc1C(=O)NC(=O)COC(=O)Cc1coc2ccc3ccccc3c12 | 18 | 1.3 | 8% | -11 | 14 | 6 | 1 | 4 | 6
CC(C)N(C(=O)CSc1nn2c(=O)c(C(C)(C)C)nnc2s1)c1ccccc1 | 24 | 1.1 | 6% | 2 | 8 | 2 | 1.1 | 6 | -3
Nc1ccc2c(c1)COc1ccccc1O2 | 7 | 1.1 | 4% | 3 | -26 | -2 | 1.1 | -4 | 3
COc1ccc(CCCc2nnc(SCC(=O)Nc3nccs3)n2C)cc1C | 3 | 1.1 | 2% | 0 | -8 | 6 | 1.1 | 2 | 3
CCOC(=O)c1sc2ncn(C(CC)C(=O)OC)c(=O)c2c1C (stereo unspecified) | 13 | 1 | 2% | 4 | 9 | 5 | 1.1 | 1 | -4
COc1cc2nc(COc3ccc(C#N)cc3)n(CC#N)c(=O)c2cc1OC | 5 | 1 | 2% | 2 | 11 | -4 | 1 | -5 | -6
Nc1nc(CSc2ncn(-c3ccccc3)n2)cs1 | 5 | 1.1 | 7% | 5 | -24 | 8 | 1.1 | 2 | -6
CCOC(=O)/C(C#N)=C1/CCCCCN1C | -20 | 1.1 | 6% | 6 | 9 | -5 | 1 | -2 | 3
CCCCN(C)CCCNC(=O)Cn1c(=O)sc2ccccc21 | -1 | 1.1 | 3% | 2 | 12 | / | 1 | / | 9
CCOC(=O)Nc1ccc2c(c1)Sc1ccccc1N2C(=O)CCN1CCOCC1 | 13 | 1.1 | 8% | -4 | 2 | -1 | 0.98 | 9 | 8
COc1ccc(-c2c(C)n([O-])c3c([n+]2=O)CCC3)cc1OC | 0 | 1.1 | 4% | 1 | 10 | -1 | 1.1 | 2 | 3
O=C(CC(c1ccco1)C1CCCCC1=O)c1ccco1 (stereo unspecified) | -6 | 1 | 6% | -7 | 17 | 1 | 1 | 5 | 5
Cc1nc2nc[nH]c2cc1Br | -14 | 1 | 8% | 3 | 1 | 7 | 1 | 2 | -2
CCOc1ccc(N(CC(=O)NC2CCCC2)S(=O)(=O)c2c(C)noc2C)cc1 | -15 | 1.1 | 2% | -10 | 18 | -5 | 1.1 | 1 | -1

An excerpt of these results, with values under each structure.
Every second line gives: Ecoli tolC | Fluor 339 460 | NADH enzymes | MMP-13 inhibitor | HEK293 NFkB inh | JNK3 inh | A340 absorber | ROCK2 inh | PKA kinase inh
> CCOc1ccc(N(CC(=O)NC2CCCC2)S(=O)(=O)c2c(C)noc2C)cc1
 : -15 | 1.1 | 2% | -10 | 18 | -5 | 1.1 | 1 | -1
> CCOC(=O)/C(C#N)=C1/CCCCCN1C
 : -20 | 1.1 | 6% | 6 | 9 | -5 | 1 | -2 | 3
> CCOC(=O)Nc1ccc2c(c1)Sc1ccccc1N2C(=O)CCN1CCOCC1
 : 13 | 1.1 | 8% | -4 | 2 | -1 | 0.98 | 9 | 8

Continued.
SMILES | Ecoli tolC | Fluor 339 460 | NADH enzymes | MMP-13 inhibitor | HEK293 NFkB inh | JNK3 inh | A340 absorber | ROCK2 inh | PKA kinase inh
O=C(Nc1cccc(-c2nc3cccnc3s2)c1)c1ccco1 | 55 | 1.2 | 6% | -16 | -4 | 11 | 1 | 6 | 4
COc1ccc(-c2cn3c(C)c(C(=O)NCCN4CCOCC4)sc3n2)cc1 | -11 | 1.1 | 7% | 2 | -16 | -4 | 1 | 5 | 4
CCOC(=O)Cn1c(C)c(Br)c(=O)c2cccc(C)c21 | 22 | 1.1 | 4% | -4 | 12 | 6 | 1 | 6 | 4
O=C(c1cccs1)N1CCN(S(=O)(=O)Cc2ccccc2)CC1 | -15 | 1.1 | 0% | 0 | -1 | -3 | 1.1 | 7 | 5
CN1CCN(C(=O)c2cn(C)c3ccc(S(=O)(=O)N(C)C4CCCCC4)cc3c2=O)CC1 | -19 | 1 | 3% | 2 | 15 | -4 | 1.1 | 2 | 5
Cc1cc(=O)oc2c(CN3CCN(C)CC3)c(O)c(Cl)cc12 | 7 | 2.5* | 5%[fluoresces] | i[fluorescence artefact?] | / | -9 | 1 | -5 | -11
Cc1ccc(N(C(C)C(=O)O)S(=O)(=O)c2cccnc2)cc1 (stereo unspecified) | -21 | 1.1 | 1% | 1 | 10 | 0 | 1.1 | 3 | -2
CC(C)CC1(C)NC(=O)NC1=O (stereo unspecified) | -22 | 1.1 | 6% | 2 | 20 | -1 | 1 | 3 | -4
Cc1ccc(C(C)C)c(OCCCN2CC(C)OC(C)C2)c1 (stereo unspecified) | -6 | 1.1 | 5% | 1 | 15 | 0 | 1 | -3 | -7
CC1=CC(C)=Nc2ccc(C)cc2N1 | -20 | 1.1 | 6% | -1 | -23 | -4 | 1 | -2 | 9
COc1ccc(CNC(=O)C2CCCN2S(=O)(=O)c2ccc(S(=O)(=O)N(C)C)cc2)cc1 (stereo unspecified) | -5 | 1.1 | 2% | 2 | 8 | 4 | 0.98 | 1 | 9
CC(=O)c1ccc(OC(=O)c2ccc(Br)o2)cc1 | 0 | 1.1 | 2% | 5 | 13 | 4 | 1 | 1 | -1
c1ccc(OCCOCCSc2ncccn2)cc1 | 7 | 1.1 | 3% | -3 | 13 | -1 | 1 | 1 | -2
CCc1ccccc1N(CC(=O)NCc1ccco1)C(=O)c1snc(C(N)=O)c1N | 20 | 3.3* | 6%[fluoresces] | -17 | 16 | -7 | 1.1 | -1 | -4
CN(C(=O)c1cccnc1)c1nnc(-c2ccccn2)s1 | -5 | 2.2* | 12% | -48 | -3 | -8 | 0.94 | 0 | 6
COc1ccccc1N1CCN(C(=O)CCNS(=O)(=O)c2ccc3c(c2)CCC(=O)N3)CC1 | -15 | 1.1 | 3% | -1 | 9 | 1 | 0.98 | 4 | 6
Cc1cc(CNC(=O)c2cc(Br)ccc2Cl)nn1C | 6 | 1.1 | 7% | -1 | 9 | 0 | 1 | 0 | -2
COc1ccc(CNC2CC(=O)N(C)C2=O)cc1 (stereo unspecified) | -11 | 1.1 | 2% | -3 | -5 | -6 | 1.1 | 4 | 1
O=C(CN1CCC(c2nc3ccccc3s2)CC1)NCc1cccs1 | 18 | 1.1 | 4% | 0 | 10 | 3 | 0.98 | 2 | 1
COc1ccccc1-c1nnc(N(C)C(=O)C2CCCO2)s1 (stereo unspecified) | -5 | 1.2 | 2% | -42 | 3 | / | 1.1 | / | 9
CCOc1ccccc1C1C(C(=O)Nc2ccccc2OC)=C(C)Nc2nnnn21 (stereo unspecified) | 3 | 1.1 | 4% | 1 | 19 | 2 | 1 | -1 | -1
CN1CCc2c(n(CC(O)CN3C(=O)c4ccccc4S3(=O)=O)c3ccccc23)C1=O (stereo unspecified) | 8 | 1.1 | 2% | 3 | / | -2 | 1 | 3 | 2
COCC(=O)Nc1cccc(Br)c1 | 6 | 1.1 | 2% | 1 | 5 | 2 | 1.1 | 10 | 10
CCOC(=O)N1CCN(CCC(=O)Nc2cccc(Br)c2)CC1 | -4 | 1.1 | 8% | 0 | 19 | -1 | 1 | 4 | 5
O=c1c2c(nc3c(-c4ccc(Cl)cc4)c[nH]n13)CCCC2 | 100* | 4.1* | 1%[fluoresces] | -15 | 7 | -6 | 1 | 4 | 3
O=C(Cn1c(=O)oc2cc(S(=O)(=O)N3CCCC3)ccc21)Nc1cccc(C(F)(F)F)c1 | 1 | 1.1 | 7% | 0 | 20 | -5 | 1 | -3 | -2
COC(=O)c1cc(C(=O)CSc2nc(C)cc(C)n2)ccc1O | 68* | 1.1 | 2% | 0 | 15 | 2 | 1.1 | 5 | 2
O=C(NCc1ccco1)C(Cc1ccccc1)N1C(=O)c2ccccc2C1=O (stereo unspecified) | -11 | 1.1 | 4% | -7 | 13 | -12 | 1 | -6 | -4
CSCCC1NC2(C(=O)Nc3c2ccc(Cl)c3C)[C@@H]2C(=O)N(C3CCCC3)C(=O)[C@H]12 (stereo partly specified) | 28 | 1.1 | 9% | -3 | 4 | -10 | 1 | 2 | -2
COc1ccc(CCNS(=O)(=O)c2ccc3c(c2)CCN3C(=O)CCC(=O)O)cc1OC | -9 | 1 | 1% | -3 | 1 | 1 | 1 | 3 | 4
CCOC(=O)c1cc2sc(C)cc2n1CC(=O)N1CCOCC1 | -19 | 1.1 | 4% | 2 | 13 | / | 1 | / | -9
Cc1cc(O)c(C(C)C)cc1NS(=O)(=O)c1ccccc1 | 18 | 1.1 | 1% | 0 | 16 | -8 | 1 | 9 | 12
CCn1c(=S)sc2c(=O)[nH]c(C)nc21 | -3 | 0.97 | 6% | -3 | -6 | -2 | 1.1 | 4 | 7
O=C(CCS(=O)(=O)Cc1ccccc1F)N1CCc2ccccc2C1 | -5 | 1.1 | 8% | -11 | 14 | -6 | 0.99 | 6 | 6
Cc1ccc(S(=O)(=O)N2CC3CCC2C3)cc1 (stereo unspecified) | -3 | 1 | 4% | -2 | 7 | 3 | 0.97 | 3 | 1
O=C(c1cccc(OC(F)F)c1)N1CCN(c2ncccn2)CC1 | -3 | 1.1 | 4% | -5 | 18 | -5 | 1 | 3 | -2
COc1ccc(-c2nnc(SCC#CCO)o2)cc1OC | -26 | 1.3 | 5% | 2 | 6 | 5 | 1 | 0 | 5
CCOc1ccccc1-c1nc(-c2cc3ccccc3nc2OC)no1 | -8 | 1.5 | 5% | -8 | 10 | 1 | 1.1 | 4 | 5
CCn1cc(C(=O)NCCCN(C)c2ccccc2)c(=O)c2cc(S(=O)(=O)N(C)C)ccc21 | 16 | 1.1 | 4% | -1 | 6 | -4 | 1.1 | 4 | 7
COc1ccc(C2C(C(=O)N3CCN(c4ccc(OC)cc4)CC3)c3ccccc3C(=O)N2C)cc1 (stereo unspecified) | 10 | 1.1 | 3% | 3 | 4 | / | 1 | / | 10

High-throughput results from PubChem.
